High-throughput results as filed in PubChem.
D2 potentiator – positive allosteric modulators of human D2 dopamine receptor | P14416 | HEK293 T-REx D2, calcium flux, EC20 dopamine potentiation | potentiation, % at 10 µM | 340,000 tested, 0.34% active;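 active = potentiation over 3 SD above the plate norm, cut at about 30% in these data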; note: 0% is about no effect
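Primary screen. Calcium kinetics in induced HEK293 T-REx D2 cells: compound pre-addition 180 s, EC20 dopamine, 180 s more.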
D1 antag – antagonists of human D1 dopamine receptor | AID 504652 | HEK293 TREx D1 cells, calcium flux, dopamine EC80; hits give low values | 360,000 tested, 3.2% active | activity change, negative = inhibition, % at 10 µM; in the data active = activity change below about -30%; note: % is set by controls: 0 for no effect and ±100 for the full control effect
Target sequence (P21728 whole entry, looked up): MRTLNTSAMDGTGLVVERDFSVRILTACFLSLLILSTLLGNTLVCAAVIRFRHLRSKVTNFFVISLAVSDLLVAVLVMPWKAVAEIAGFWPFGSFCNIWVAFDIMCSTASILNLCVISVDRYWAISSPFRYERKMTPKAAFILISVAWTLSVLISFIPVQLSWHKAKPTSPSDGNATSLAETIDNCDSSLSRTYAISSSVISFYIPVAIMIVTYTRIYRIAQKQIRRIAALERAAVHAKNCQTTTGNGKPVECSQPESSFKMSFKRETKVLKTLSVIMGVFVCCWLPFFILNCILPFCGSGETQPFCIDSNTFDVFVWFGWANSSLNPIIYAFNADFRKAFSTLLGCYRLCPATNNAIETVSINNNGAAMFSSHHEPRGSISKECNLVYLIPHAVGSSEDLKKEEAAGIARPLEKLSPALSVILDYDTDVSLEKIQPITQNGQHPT
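HEK293 T-REx cells expressing inducible, force-coupled D1 receptor; no-wash Ca dye, 30–90 min RT. Cmpd → 180 s read at 1 Hz → EC80 DA → 180 s read.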
D2 antagonist – antagonizes the human D2 dopamine receptor; P14416; HEK293 TREx D2 cells, calcium flux, dopamine EC80; inhibition, % at 10 µM; 340,000 tested, 2% active; AID 485344; in the data active = inhibition above about 30%; note: 0% is about no effect
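Antagonism is scored as inhibition of an EC80 dopamine-evoked calcium signal in a force-coupled, tetracycline-inducible HEK293 T-REx D2 line, with compound present 180 s before agonist.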
RXFP1 antag – blocks the human relaxin receptor RXFP1. Q9HBX9. HEK293-RXFP1, relaxin-stimulated cAMP HTRF, 30 min; hits give low values. activity change, negative = inhibition, % at 57.5 µM. 350,000 tested, 0.59% active. AID 1259400;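 active = activity change of -60% or lower, but not beyond a set lower limit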; note: % is set by controls: 0 for no effect and ±100 for the full control effect
D2 agonist – agonists of human D2 dopamine receptor. HEK293 T-REx D2 cells, calcium flux agonist mode. activation, % at 2 µM. 340,000 tested, 0.53% active. AID 485358. P14416;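 active = activation over 3 SD above normal in the single-dose calcium agonist read, cut at about 30% in these data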; note: 0% is about no effect
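Tetracycline-induced HEK293 Trex cells with D2 receptor force-coupled to calcium signaling, plated overnight at 30 C and loaded with no-wash calcium dye. Calcium flux read kinetically for 180 s after compound addition; responses flag agonists.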
TRHR PAM – TRH receptor (human) allosteric enhancement; P34981; TRHR cells, fluo-8 calcium fluorescence, EC20 TRH enhancement; enhancement, % at 2 µM; 360,000 tested, 0.66% active; AID 493056; in the data active = enhancement above about 30%; note: 0% is about no effect
Target sequence (P34981 whole entry, looked up): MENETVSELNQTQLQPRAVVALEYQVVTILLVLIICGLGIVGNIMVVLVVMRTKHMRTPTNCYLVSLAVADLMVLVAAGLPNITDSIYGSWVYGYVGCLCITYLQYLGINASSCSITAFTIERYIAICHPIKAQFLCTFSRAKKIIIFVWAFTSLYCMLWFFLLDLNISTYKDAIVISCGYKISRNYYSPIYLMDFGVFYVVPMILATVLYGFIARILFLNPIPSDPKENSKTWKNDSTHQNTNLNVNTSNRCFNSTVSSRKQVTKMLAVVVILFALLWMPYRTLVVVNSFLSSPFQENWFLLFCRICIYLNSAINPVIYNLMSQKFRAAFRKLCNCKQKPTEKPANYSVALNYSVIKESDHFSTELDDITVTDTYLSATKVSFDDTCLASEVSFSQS
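TRHR-expressing cells loaded with fluo-8 calcium dye were read kinetically (ex 480/em 530) during compound addition, then stimulated with an EC20 of TRH (10 nM final). Enhancement of the Gq-mediated intracellular calcium response was scored.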
RXFP1 agonist – RXFP1 (human) receptor agonism; Q9HBX9; Potency, µM (titrated, usually from 57.5 µM), for the others: at the top dose activation, actives largely listed as activators; 370,000 tested, 0.3% active; HEK293T-RXFP1 cAMP TR-FRET, 30 min; response scale: percent of porcine relaxin response, buffer zero; active = well fitted activation curve with a large enough effect; note: potency is the fitted concentration of half-maximal effect; % is set by controls: 0 for no effect and ±100 for the full control effect; nearly all actives have a fitted effect of over 60% in size; many of its hits are not listed in these tables
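HEK293 cells stably expressing RXFP1, treated 30 min at 37C with compounds plus PDE4 inhibitor Ro 20174; cAMP measured by HTRF TR-FRET. Normalized to buffer and 29 nM porcine relaxin; EC50 by Hill fit.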
D1 PAM – human D1 dopamine receptor positive modulation | HEK293 TREx D1 cells, calcium flux, dopamine EC20 potentiation | potentiation, % at 10 µM | 360,000 tested, 0.036% active | P21728; in the data active = potentiation above about 30%; note: 0% is about no effect
D1 ag – activates the human D1 dopamine receptor; 360,000 tested, 1% active; activation, % at 2 µM; HEK293 T-REx D1 cells, calcium flux, agonist mode; AID 504660; in the data active = activation above about 30%; note: 0% is about no effect
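Inducible HEK293 T-REx D1 cells, force-coupled to calcium signalling, were plated at 4000 cells/well with tetracycline and held overnight at 30 C. After no-wash calcium dye loading, compound-evoked calcium rise over 180 s flagged agonists.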
An asterisk follows results filed as active; . = not tested or not shown. Not all compounds are listed; rates above refer to the full screens.

No.	mol	D2 potentiator	D1 antag	D2 antagonist	RXFP1 antag	D2 agonist	TRHR PAM	RXFP1 agonist	D1 PAM	D1 ag
1	Cc1cc(=O)n(Cc2ccccc2)c(O)c1C#N	-3	-6	-14	2	-1.9	-9	-1.7%	-2	5
2	O=C(NCc1ccccc1Cl)C1CCN(S(=O)(=O)N2CCCCCC2)CC1	4	-18	13	3	-0.6	0	1.9%	-9	7
3	CCOC(=O)c1cc(-c2ccc(C)cc2)n(CCC(=O)NCc2ccccc2)c1C	-1	-5	.	-29	1.1	2	7.0%	-6	20
4	CCc1ccc(-c2nnn(Cc3nc4ccccc4s3)n2)cc1	-14	1	-19	-9	0.2	14	-0.6%	10	6
5	Cc1nnc2ccc(N3CCN(C(=O)c4ccccc4)CC3)nn12	3	-62*	13	.	0.1	0	5.5%	-2	0
6	CC(C)(C)C1N=C(c2ccc3ccccc3c2)OC1=O (stereo not drawn)	9	.	5	.	0.6	9	0.2%	9	0
7	COc1cc2ccccc2cc1C(=O)N1CCOCC1	.	6	.	-13	.	1	0.4%	-2	0
8	C/C(=N\S(=O)(=O)c1ccc(C)cc1)NC(=S)Nc1ccc(C)cc1	2	5	-11	-1	-0.7	3	-1.6%	8	4
9	COc1ccc(Cl)cc1NC(=O)CN1CCN(S(=O)(=O)c2ccc(F)cc2)CC1	-14	-2	27	14	-0.2	1	-0.7%	-2	9
10	O=C(CC1OC(=O)c2ccccc21)Nc1cc(S(=O)(=O)N2CCOCC2)ccc1OCC(F)(F)F (stereo not drawn)	12	18	8	2	-1.4	-6	12%	3	1
11	CCCc1cc(=O)oc2c(C)c3occ(C)c3cc12	22	5	-2	-15	-2.0	5	3.7%	-5	3
12	Cc1nnc(NC(=O)CCSc2ccccc2)s1	.	-5	6	-7	1.1	0	-0.7%	-3	7
13	COc1ccc(CN2CCn3ncc(C(=O)Nc4ccc(Cl)cc4Cl)c3C2=O)cc1	.	-5	.	-5	.	-1	0.0%	-2	3
14	COc1cccc(N2CCN(c3nc(C)c(C)c(=O)[nH]3)CC2)c1	5	2	.	-1	.	4	-0.4%	5	1
15	COc1ccc(C(=O)COC(=O)CNC(=O)c2ccc(OC)cc2)cc1	-5	-12	9	-16	-0.6	3	3.2%	-5	0
16	Cn1cccc1-c1nc2ccc([N+](=O)[O-])cc2[nH]1	-3	-15	-10	7	0.2	-8	1.0%	2	6
17	O=C(CNC(=O)c1cccc(F)c1)N/N=C/c1cc(Br)ccc1OC(=O)/C=C/c1ccco1	-6	0	2	-18	-0.1	7	1.1%	-3	3
18	CCOC(=O)C1CCN(CC(C)(C)NS(=O)(=O)c2ccc(C)cc2)CC1	-3	0	-43	-14	0.2	27	-0.4%	-8	6
19	CCCOc1ccc(N2CC(C(=O)NC(C)C)CC2=O)cc1 (stereo not drawn)	-1	-6	11	-7	0.2	9	0.2%	-2	-1
20	CC(C)(C)Nc1nc(Nc2ccc([N+](=O)[O-])cc2)nc(NC(C)(C)C)n1	5	-16	2	-10	0.8	22	1.7%	0	1
21	O=C(CCC(=O)N1CCN(c2cccc(Cl)c2)CC1)N1CCN(c2ccccc2)CC1	-7	-22	14	3	-1.2	8	-2.2%	5	15
22	CCCn1c(=O)c(Br)cn(-c2ccccc2C)c1=O	9	-12	-3	5	0.4	2	1.0%	-4	2
23	Cn1c(CSc2nc3ccccc3s2)n[nH]c1=S	7	5	-8	1	-2.0	-3	0.5%	-11	0
24	C=CCN(CC=C)c1ccc(N2C(=O)C3CCCCC3C2=O)cc1[N+](=O)[O-] (stereo not drawn)	7	-10	2	-10	-0.1	2	0.0%	-8	5
25	CN(Cc1ccc(Cl)c(Cl)c1)C(=O)CN1C(=O)NC2(CCCC2)C1=O	-1	7	0	-5	0.2	-10	-0.4%	1	5

In the list so far, these have bromine.
No.	mol	D2 potentiator	D1 antag	D2 antagonist	RXFP1 antag	D2 agonist	TRHR PAM	RXFP1 agonist	D1 PAM	D1 ag
17	O=C(CNC(=O)c1cccc(F)c1)N/N=C/c1cc(Br)ccc1OC(=O)/C=C/c1ccco1	-6	0	2	-18	-0.1	7	1.1%	-3	3
22	CCCn1c(=O)c(Br)cn(-c2ccccc2C)c1=O	9	-12	-3	5	0.4	2	1.0%	-4	2

(listing goes on)
No.	mol	D2 potentiator	D1 antag	D2 antagonist	RXFP1 antag	D2 agonist	TRHR PAM	RXFP1 agonist	D1 PAM	D1 ag
26	CC(C)Oc1ccc(C(=O)NCC(c2ccc(N(C)C)cc2)N2CCCC2)cc1 (stereo not drawn)	-3	4	.	-8	0.4	1	0.8%	1	1
27	Cc1ccc(C2C=C(c3ccc4c(c3)OCO4)Nc3ncnn32)cc1 (stereo not drawn)	-5	0	-10	-2	-0.3	2	4.1%	-4	0
28	CCOC(=O)c1ccc(NC(=O)C(C)Sc2nc(=O)cc(N)n2CCc2ccccc2)cc1 (stereo not drawn)	5	-2	.	.	0.4	9	-1.4%	-4	-1
29	Cc1nc2c(C)[n+](CC(=O)c3ccccc3)ccc2n1C	-2	-12	3	2	1.3	6	3.6%	-1	1
30	Cc1ccc(OCC(=O)Nc2ccc3c(c2)OCCO3)cc1C	.	-18	.	-3	.	8	1.7%	-1	3
31	O=c1[nH]c(SCc2cccc(F)c2)nc2c1CCCC2	-2	-9	.	.	.	4	-0.1%	-5	6
32	CCNc1nc(N)nc(Oc2ccc(OCCOc3ccccc3)nn2)n1	-1	3	2	2	0.0	-2	0.6%	1	-1
33	CCOC(=O)c1sc(C)c2c1NC(C)(c1cccc3ccccc13)NC2=O (stereo not drawn)	4	1	-8	-16	0.5	-2	3.4%	8	3
34	CC(NC(=O)COC(=O)c1ccco1)c1ccccc1 (stereo not drawn)	-19	-12	-12	9	0.7	11	0.7%	-1	3
35	CCCCNC(=O)[C@@H]1CSC2c3ccc(OC)c(OC)c3C(=O)N21 (stereo partly drawn)	4	-7	18	-2	-1.4	-9	0.1%	-1	2
36	CCc1ccc(NC(=O)c2cc(CC(C)C)on2)cc1	2	2	-14	-6	-0.3	6	0.6%	4	-3
37	Cn1ncc(Br)c1C(=O)NC1CCCCCCC1	9	0	-5	5	-0.2	4	-0.4%	8	2
38	Cc1nc2cc(NS(=O)(=O)c3ccccc3F)ccc2s1	-11	-15	6	13	-0.3	2	3.3%	-12	7
39	CCOc1ccc(C(=O)N2CCc3cc(OC)c(OC)cc3C2COc2ccc3c(C)cc(=O)oc3c2)cc1OCC (stereo not drawn)	2	-10	.	-1	-0.2	-5	2.4%	2	4
40	Cc1c(CC(=O)NCCc2ccccc2)c(=O)oc2c(C)c3occ(C(C)(C)C)c3cc12	.	5	.	-6	-0.3	5	2.3%	0	1
41	CC1=NNC(=O)c2ccccc2O1	3	7	-21	-18	0.4	2	-0.2%	2	1
42	Cc1nnc(SCC(=O)Nc2nsc(-c3ccc(C(C)(C)C)cc3)n2)s1	-1	-1	17	-23	-1.7	-2	3.9%	-2	0
43	CCOc1ccc(C2C(C#N)=C(N)N3C(=C2C#N)Sc2ccccc23)cc1 (stereo not drawn)	10	-13	.	-13	.	5	2.9%	-1	24
44	CC(=O)Nc1ccc(S(=O)(=O)NC(C)(C#N)C2CC2)cc1 (stereo not drawn)	22	1	-11	12	-0.5	5	4.3%	3	4
45	COc1ccc(-c2cn3cc(C)ccc3n2)cc1OC	.	-13	0	-7	2.7	-6	0.8%	-6	1
46	O=C(NCc1ccc(F)cc1)C1CC(=O)N(Cc2ccco2)C1 (stereo not drawn)	-4	-5	3	7	-0.2	2	0.8%	-3	4
47	COc1ccc(C(=O)NCCn2ccc3ccccc32)cc1	3	-6	-15	-1	-0.7	-2	0.8%	-1	1
48	O=C(Cn1c(=O)oc2ccccc21)Nc1ccc(F)c(F)c1	-5	-9	-10	12	-0.1	-4	-0.8%	-10	9
49	COc1ccc(C2=NN(C(C)=O)C(c3cn(-c4ccccc4)nc3-c3cccs3)C2)cc1 (stereo not drawn)	25	12	.	.	0.3	0	0.4%	-2	1
50	COc1cccc(C(=O)N2c3nc(-c4ccco4)nn3C3(CCCCC3)[C@@H]3CCCC[C@@H]32)c1	9	-2	.	-65*	-1.8	-1	4.1%	-1	16

Marked active in D1 antag, among the entries above:
| cpd | canonical_smiles | D2 potentiator | D1 antag | D2 antagonist | RXFP1 antag | TRHR PAM | D1 PAM | D1 ag |
| --- | --- | --- | --- | --- | --- | --- | --- | --- |
| 5 | Cc1nnc2ccc(N3CCN(C(=O)c4ccccc4)CC3)nn12 | 3 | -62* | 13 | . | 0 | -2 | 0 |

Next section.
No.	mol	D2 potentiator	D1 antag	D2 antagonist	RXFP1 antag	D2 agonist	TRHR PAM	RXFP1 agonist	D1 PAM	D1 ag
51	O=C(Cn1cc2c(n1)CCCC2)NCCc1ccccc1	2	-1	2	6	-0.2	-2	0.6%	0	0
52	COc1ccc(OC)c(-n2c(=O)[nH]c3cc(C(=O)NCCc4ccc(OC)c(OC)c4)ccc3c2=O)c1	10	-7	.	-14	-1.1	0	-2.7%	0	0
53	CC(=O)c1cc(-c2ccccc2)n(CCC(=O)Nc2nc3c(C)cccc3s2)c1C	-9	1	.	-3	-0.1	1	-0.4%	-4	3
54	Cc1cc2nc(-c3ccc(SCc4ccc(C#N)cc4)nc3)[nH]c2cc1C	-4	-43*	2	-3	-0.6	-1	0.2%	-11	-1
55	CC(C)OC(=O)C1C(=O)CC(C)(O)C(C(=O)OC(C)C)C1c1ccccc1 (stereo not drawn)	6	-7	-17	-6	3.0	-2	0.5%	-3	7
56	COc1ccc2cc(C(=O)/C=C/c3cc(OC)c(OC)c(OC)c3)ccc2c1	7	-8	-5	-5	-0.1	-2	7.9%	-4	4

2 entries from above in another layout:
53. CC(=O)c1cc(-c2ccccc2)n(CCC(=O)Nc2nc3c(C)cccc3s2)c1C
54. Cc1cc2nc(-c3ccc(SCc4ccc(C#N)cc4)nc3)[nH]c2cc1C
Screen / compound no.	53	54
D2 potentiator	-9	-4
D1 antag	1	-43*
D2 antagonist	.	2
RXFP1 antag	-3	-3
D2 agonist	-0.1	-0.6
TRHR PAM	1	-1
RXFP1 agonist	-0.4%	0.2%
D1 PAM	-4	-11
D1 ag	3	-1
